TRPM1 prom inh: inhibitors of MITF-driven TRPM1 promoter in melanoma cells | inhibition, % at 12.5 µM | SK-MEL-5 TRPM1 promoter luciferase, 24 h | actives 0.83% (n = 330,000);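 active = mean inhibition across replicates of 60% or more, whatever share of single replicates reaches that level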; note: values of inactives mirror those of a sister screen read the other way
Shn3 3UTR inh: inhibitors of Schnurri-3 3'UTR reporter in osteoblasts | Clone20 osteoblast Shn3 3'UTR firefly luciferase, 24 h | inhibition, % at 12.5 µM | actives 0.52% (n = 360,000) | AID 588674;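 active = mean inhibition of at least 75% with every replicate also reaching 75%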;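 note: 0% = median of neutral control wells and 100% = pilot-screen positive control compound; some compounds past the cut are filed as inactive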
Peg3 prom inh: Peg3 promoter activity inhibition; AID 588405; inhibition, % at 20 µM; HeLa PEG-Prom luciferase reporter, luminescence, overnight; actives 1.7% (n = 360,000);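 active = inhibition of at least 50% at 20 µM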
NR2E3 ag-1: activates human NR2E3 receptor; Q9Y5X4; CHO-S Gal4-NCOR/VP16-NR2E3 two-hybrid, luciferase; inhibition of corepressor binding, % at 3.98 µM; actives 0.35% (n = 360,000); AID 602229;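 active = inhibition above the mean of all tested compounds plus 3 SD, cut at about 70% in these data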;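 note: 0% = DMSO with NR2E3 transfected cells and 100% = cells lacking NR2E3 construct; higher means lower luciferase signal from less NR2E3 corepressor binding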
Target sequence (Q9Y5X4 whole entry, looked up, the tested form may be a part): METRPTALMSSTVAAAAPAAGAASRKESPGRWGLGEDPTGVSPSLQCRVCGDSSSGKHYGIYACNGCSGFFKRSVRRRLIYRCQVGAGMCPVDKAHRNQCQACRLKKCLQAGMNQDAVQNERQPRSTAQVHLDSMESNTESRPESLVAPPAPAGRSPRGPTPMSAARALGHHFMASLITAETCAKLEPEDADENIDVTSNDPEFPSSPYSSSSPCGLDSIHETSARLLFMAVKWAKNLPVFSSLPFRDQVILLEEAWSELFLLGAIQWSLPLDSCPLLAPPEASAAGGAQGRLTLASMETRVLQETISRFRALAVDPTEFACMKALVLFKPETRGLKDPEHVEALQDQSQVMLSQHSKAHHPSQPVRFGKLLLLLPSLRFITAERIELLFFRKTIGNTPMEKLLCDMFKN
HIF-2a inh: blocks HIF-2a reporter activity; 786-0 RCC cells HIF-2a reporter, luciferase luminescence, overnight; inhibition, % at 18.8 µM; actives 0.72% (n = 360,000);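 active = inhibition of the luminescence signal of 40% or more relative to plate controls, in a single-dose primary screen at 18.75 µM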
KKLEB tox: counter-screen for CF NF-kB inhibitors: cytotoxicity | actives 0.36% (n = 360,000) | KKLEB CF airway cells viability, ATPlite luminescence, overnight; active compounds read low; cells stimulated with P. aeruginosa culture filtrate | activity change (cytotoxicity), % at 5 µM | AID 602141;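 active = corrected activity change at or below -50% at 5 µM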
Vif imaging: blocks HIV Vif function. HEK293T cells, Vif self-association by quenched fluorescence, imaging, 24 h. inhibition, % at 7.49 µM. actives 0.35% (n = 340,000); in the data active = inhibition above about 50%, passing the limit was not always enough; note: some results filed as inactive read as strong as hits
NR2E3 ag-2: agonists of human nuclear receptor NR2E3 | actives 0.12% (n = 320,000) | GST-NR2E3/biotin-RetCOR TR-FRET, 1536-well | AID 2300 | inhibition of corepressor binding, % at 4.78 µM;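 active = percent inhibition above the cutoff of mean plus 3 SD of all tested compounds, set per screening campaign, cut at about 20% in these data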;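 note: 0% = DMSO wells and 100% = biotin wells as full block of FRET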
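System: GST-tagged NR2E3 plus biotinylated RetCOR corepressor; Buffer or medium: pH 7.5 Tris-based buffer; Probe or stimulus: RetCOR corepressor, biotinylated, 7 nM; Doses: compound at 4.8 µM, single dose; Schedule: 5 h incubation at 4 °C; Technique: time-resolved FRET; Evaluation: percent inhibition of TR-FRET ratio; Replication: one well per compound, singlicate testing.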
PDI turbidity: blocks human protein disulfide isomerase activity; AID 588391; inhibition, % at 10 µM; actives 0.052% (n = 350,000); PDI insulin aggregation turbidity, A650, 90 min;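 active = mean inhibition across replicates of 30% or more, whatever share of single replicates reach that level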;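 note: absorbance from insulin aggregation driven by PDI reduction with DTT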
Target sequence (P07237 whole entry, looked up): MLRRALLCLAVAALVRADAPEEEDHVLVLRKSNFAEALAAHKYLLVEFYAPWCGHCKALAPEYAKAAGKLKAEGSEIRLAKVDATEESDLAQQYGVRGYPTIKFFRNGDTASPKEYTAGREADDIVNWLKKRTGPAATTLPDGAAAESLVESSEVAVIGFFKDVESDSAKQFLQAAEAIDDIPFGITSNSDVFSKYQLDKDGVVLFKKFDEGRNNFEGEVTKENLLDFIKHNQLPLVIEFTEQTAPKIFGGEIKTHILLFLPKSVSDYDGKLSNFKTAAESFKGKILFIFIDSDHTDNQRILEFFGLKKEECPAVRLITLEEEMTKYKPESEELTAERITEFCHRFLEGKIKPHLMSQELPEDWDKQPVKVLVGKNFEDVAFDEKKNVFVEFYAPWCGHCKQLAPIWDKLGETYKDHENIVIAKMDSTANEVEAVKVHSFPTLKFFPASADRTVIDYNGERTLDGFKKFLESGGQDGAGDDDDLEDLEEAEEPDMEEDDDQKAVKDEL
CF NFkB inh: blocks PAF-induced NF-kB reporter in cystic fibrosis cells; KKLEB NF-kB-GFP reporter, GFP fluorescence overnight; inhibition, % at 5 µM; actives 0.86% (n = 360,000);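 active = at least 50% inhibition at 5 µM, scaled per plate between neutral and stimulator controls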;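 note: PAF is a Pseudomonas aeruginosa culture filtrate used as stimulus; plate controls were PAF-stimulated DMSO wells for no effect and unstimulated DMSO wells for full effect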
CaV13 FRET inh: Disruptors of the CACNA1D IQ motif to Ca2+-dependent inactivation inhibitor domain association, primary screening, Förster resonance energy transfer in intact living …; actives 0.098% (n = 340,000); HEK cells, CFP/YFP FRET ICDI-IQ, plate reader, 10 min; percent FRET-ratio fall versus neutral wells; AID 743397; inhibition, % at 12.3 µM;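 active = mean replicate inhibition of at least 30% and at least 1% of replicates passing that level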;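 note: 0% = median of the neutral control wells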
Active calls of the source: *; . = no result given; + = active, no number. This is a random part of the collection (roughly 3.3% active in at least one column).

SMILES	TRPM1 prom inh	Shn3 3UTR inh	Peg3 prom inh	NR2E3 ag-1	HIF-2a inh	KKLEB tox	Vif imaging	NR2E3 ag-2	PDI turbidity	CF NFkB inh	CaV13 FRET inh
O=C1C2C3C=CC(C2C(=O)N1CCCO)C1C2C(=O)N(CCCO)C(=O)C2C31 (stereo not drawn)	6	-9	6	-1	2	11	16	5	-2	3	-8
O=C(Cn1c(=O)oc2cc(S(=O)(=O)N3CCOCC3)ccc21)N1CCc2ccccc2C1	-1	8	-3	16	16	-8	11	0	2	-2	-5
COc1cccc(/C=N/NC(=O)CN2CC(c3ccccc3)CC2=O)c1O (stereo not drawn)	8	9	22	8	-4	1	11	0	1	-18	-4
Cc1cc(N2CCOCC2)nc2ccc(NC(=O)CCC(=O)N3CCN(c4ccccc4F)CC3)cc12	-121	-76	-171	-43	-167	-12	31	2	2	11	-7
COc1ccccc1C(=O)NNC(=S)NC(=O)c1sc2ccccc2c1Cl	38	5	14	-24	-34	-56*	2	1	8	48	-4
CC(OC(=O)Nc1cccc(Cl)c1)C(=O)OC1CCCCC1 (stereo not drawn)	-33	-17	-105	-22	-140	0	-1	.	-11	-9	-16
CCCCn1c(SCCN2CCCCC2)nc2c1c(=O)n(C)c(=O)n2C	.	8	0	-20	2	-15	-6	.	-1	-5	-5
O=C(Nc1ccccc1N1CCN(C(=O)c2ccccc2)CC1)c1cc2ccccc2o1	-1	9	49	-52	22	-9	27	3	11	9	-5
Cc1ccc(S(=O)(=O)N2CCOCC2)cc1NC(=O)CN1C(=O)CN(C)C1=O	0	-5	2	10	2	8	.	.	3	-5	-5
O=C(NCc1ccccc1)c1ccc(=O)oc1	1	.	-19	12	8	2	4	0	15	-7	-5
CCn1c(Cc2ccccc2)nnc1SCC(=O)Nc1ccccc1N1CCOCC1	2	9	10	-13	4	-1	-10	-2	-4	3	-5
O=C(NCC(=O)N1CCN(S(=O)(=O)c2ccccc2)CC1)c1ccc2ccccc2c1	-14	8	2	2	-5	3	40	0	-2	9	-5
CC(=O)c1cccc(NS(=O)(=O)c2ccc(N/C=C\C(=O)c3ccc(F)cc3)cc2)c1	9	5	2	0	14	11	-10	-1	2	6	.
CCc1ccc2c(c1)NC(=O)C2(C)Cc1ccc(C(F)(F)F)o1 (stereo not drawn)	.	-5	0	-5	7	5	-12	.	-14	-6	-5
COc1ccc2[nH]cc(C(=O)CN3CC(C)CC(C)C3)c2c1 (stereo not drawn)	5	-13	-10	14	5	-3	6	-1	1	4	-1
COCOc1ccc(-c2ncc(OC)nc2NC(=O)c2ccsc2)cc1	.	8	-6	-25	1	2	3	.	6	-39	-5
COc1ccccc1N1CCN(C2CCCN(C(=O)CCN3CCCCO3)C2)CC1 (stereo not drawn)	1	-9	1	-5	5	13	4	1	-3	4	-15
Cn1c(=O)n(C)c2cc([N+](=O)[O-])c(N3CCN(C(=O)C(C)(C)C)CC3)cc21	3	-5	17	-4	17	9	-6	1	-12	4	6
C=CCN(C(=O)CSc1nc2ccsc2c(=O)n1Cc1ccccn1)c1ccccc1	-15	-10	-47	-27	-82	22	-17	-1	0	-28	-2
N#Cc1c2ccc(O)cc2n2ccccc12	-1	4	-64	-102	18	10	1	-1	2	71*	+

Complete entries from above. Screens in order: TRPM1 prom inh | Shn3 3UTR inh | Peg3 prom inh | NR2E3 ag-1 | HIF-2a inh | KKLEB tox | Vif imaging | NR2E3 ag-2 | PDI turbidity | CF NFkB inh | CaV13 FRET inh
Shown for `COCOc1ccc(-c2ncc(OC)nc2NC(=O)c2ccsc2)cc1` = . | 8 | -6 | -25 | 1 | 2 | 3 | . | 6 | -39 | -5
Shown for `O=C(NCC(=O)N1CCN(S(=O)(=O)c2ccccc2)CC1)c1ccc2ccccc2c1` = -14 | 8 | 2 | 2 | -5 | 3 | 40 | 0 | -2 | 9 | -5
Shown for `CCc1ccc2c(c1)NC(=O)C2(C)Cc1ccc(C(F)(F)F)o1` (stereo not drawn) = . | -5 | 0 | -5 | 7 | 5 | -12 | . | -14 | -6 | -5
Shown for `O=C(Nc1ccccc1N1CCN(C(=O)c2ccccc2)CC1)c1cc2ccccc2o1` = -1 | 9 | 49 | -52 | 22 | -9 | 27 | 3 | 11 | 9 | -5

The listing continues.
SMILES	TRPM1 prom inh	Shn3 3UTR inh	Peg3 prom inh	NR2E3 ag-1	HIF-2a inh	KKLEB tox	Vif imaging	NR2E3 ag-2	PDI turbidity	CF NFkB inh	CaV13 FRET inh
CC1CCCCN1S(=O)(=O)c1cccc2nonc12 (stereo not drawn)	-2	1	25	-21	19	-4	-3	.	5	-2	.
COCc1[nH][nH]c(=O)c1C=Nc1ccc(OC(F)(F)F)cc1	20	4	2	-22	19	-1	-4	-3	5	0	4
COc1ccc(CCNC(=O)c2nnc(Cc3c(F)cccc3Cl)o2)cc1OC	-5	-31	-4	-21	3	-4	-1	2	-6	0	-4
Cc1ccc(OCCCC(=O)NCc2ccco2)cc1	-3	-11	-5	-3	6	11	3	0	1	-11	-4
CCOP(=O)(OCC)C(Cc1ccc(OC)c(OC)c1)N=C(c1ccccc1)c1ccccc1 (stereo not drawn)	.	-17	25	11	-6	-3	7	.	.	1	-5
COc1cccc(NC(=S)/C(=C(\[O-])c2ccc(OC(F)F)cc2)[n+]2ccccc2)c1	6	-1	-75	-40	-120	-18	-3	-1	1	-12	-2
CC(C)N(C(C)C)S(=O)(=O)c1ccc(NC(=O)c2cnccn2)cc1	3	19	-4	3	17	-15	-1	-1	-1	7	-3
O=C(Nc1cccc(Cl)c1N1CCOCC1)c1ccc2c(c1)OCCO2	-29	-5	-15	-41	-45	3	-5	-4	-2	-3	-2
CCOC(=O)NC1c2ccccc2Oc2ccccc21	-8	-13	22	-6	19	-16	11	2	5	3	-6
O=C1Nc2ccccc2C12OCCCO2	11	9	8	-8	5	1	.	0	-6	1	0
CCCc1ccc(OCCNC(=O)c2ccccc2Br)cc1	-3	-11	-7	-5	-34	-6	-2	4	-7	-5	-20
C=CCNC(=O)CN1C(=O)c2cccc3cccc1c23	1	5	-5	-13	5	12	-3	0	0	0	-1
Nc1c(Cl)ncnc1N/N=C/c1ccnc2ccccc12	-54	-63	-75	3	-78	-1	-3	-4	1	-28	-5
COc1ccc(N(C(=O)c2snc(C(N)=O)c2N)C(C(=O)NC2CCCC2)c2ccc3ncccc3c2)cc1 (stereo not drawn)	1	3	18	-14	0	-8	2	4	2	1	-5
CCOC(=O)c1c(CN(CC)CC)n(C)c2cc(Br)c(O)cc12	-2	20	-2	12	1	-15	0	3	9	15	-15
CCOC(=O)c1cnc2ccc(C)cc2c1Sc1ccccc1	-36	-62	-82	-36	-65	-19	3	0	3	34	.
COc1cc2c(cc1OC)CN(C(=O)CC1CC3CCC1C3)CC2 (stereo not drawn)	-13	-7	-11	-19	-22	4	-9	-2	-28	-20	-4
Cn1c(N)c(NC(=S)NC2CCCCC2)c(=O)n(C)c1=O	21	-25	-58	-53	-47	-3	8	.	-23	7	-5
OCc1ccccc1Cn1ccnc1	.	2	-3	10	8	12	-4	.	0	-24	-2
Cc1ccc(N2CCN(C(=O)CN3C(=O)c4ccccc4C3=O)CC2)cc1	4	-2	1	8	2	7	2	1	-2	-8	-2
Cc1onc(-c2ccccc2)c1C(=O)Nc1sccc1C#N	9	17	13	-22	11	-1	-13	1	-2	-11	-4
COc1ccc(C)cc1Nc1n[n+](-c2ccccc2)c(-c2cc([N+](=O)[O-])cc(OC)c2O)s1	-1	10	5	-5	2	3	-1	1	4	-33	.
Cc1nc(Nc2ncc3c(n2)CC(C)(C)CC3=O)nc2ccccc12	-14	10	-4	-9	-43	-15	-9	.	0	-11	1
CC(C)(C)CN1C(N)=NC[C@H]1Cc1ccc(O)cc1	3	-22	-10	-28	5	11	-4	-4	7	-10	-11
O=C(COC(=O)Cc1cccc(F)c1)NCCc1ccccc1	-10	-57	-12	-39	3	-4	-8	3	-4	-4	-5
COC(=O)N1CCN(c2ccc(C(C)=O)cc2)CC1	-6	-42	-36	-15	-34	0	6	2	12	3	.
O=C(CCn1c(=S)oc2ccccc21)N1CCCCC1	-2	-13	-33	-24	-49	2	0	-37	1	11	3
CNC(=O)c1[nH]cnc1C(=O)N[C@@H](CC(C)C)C(=O)OCc1ccccc1	2	0	5	5	6	-2	.	-2	2	-24	-4
O=C(Nc1cccc2c1CCCC2)C1CCCN(S(=O)(=O)c2cccc3nonc23)C1 (stereo not drawn)	-11	11	18	10	5	1	-5	-1	-1	-6	-1
COc1ccc(N2CCN(C(=O)C3CCN(S(=O)(=O)c4cccs4)CC3)CC2)cc1	3	-15	13	2	3	-4	4	2	5	6	-5
Cc1cccc(C(=O)OCC(=O)NCC2COc3ccccc3O2)c1 (stereo not drawn)	4	-9	-6	-12	-7	23	1	2	-4	-3	-2
COc1ccc(N2C(=O)CC(NNC(=O)c3ccc(Br)s3)C2=O)cc1 (stereo not drawn)	9	-15	-2	17	10	4	3	0	-12	1	-8
CC1CCCCN1CCCNc1c(C=O)c(=O)[nH]c2ccccc12 (stereo not drawn)	4	-12	19	-8	11	12	4	.	0	-6	-19
CCCCC(=O)NC(c1ccc(OC)cc1)c1ccc2cccnc2c1O (stereo not drawn)	.	91*	52*	-8	19	5	-1	.	1	-44	-5
CCOC(=O)/C(C(N)=NC(C)C)=C(\O)c1ccccc1	-3	-23	10	-10	-13	-5	-5	2	2	21	.
Cc1ccc(-c2ccc([C@H]3[C@H]4C=CC[C@@H](C)[C@@H]4C(=O)N3Cc3ccccc3)c(F)c2)cc1	3	1	11	-9	26	-4	0	-4	-5	-4	-9
Cc1ccc(C(=O)NCC(=O)OC(C)C(=O)Nc2ccc(N(C)C)cc2)cc1C (stereo not drawn)	-1	20	-5	9	-21	2	15	0	-5	-9	-4
Cc1ccccc1-c1nc(CN2CCC(C(=O)NCCN3CCOCC3)CC2)c(C)o1	4	3	-6	-20	6	14	8	3	-1	10	-2
Cc1cc(C)cc(N(C(=O)CNC(=O)c2ccco2)C(C(=O)NC2CCCC2)c2cccnc2)c1 (stereo not drawn)	2	-5	8	-10	9	7	6	0	-7	5	.
CC[n+]1c(C)sc2cc(C)ccc21	-10	1	10	-6	10	21	0	2	-5	-6	-8
CCN(c1ccc(F)cc1)S(=O)(=O)c1ccc2[nH]cc(C(=O)NCCCN3CCOCC3)c(=O)c2c1	-9	2	6	-13	17	-6	15	0	4	4	-4
O=C1Nc2c(c(=O)[nH]c(=O)n2-c2ccccc2F)C(C(F)(F)F)(C(F)(F)F)N1	-7	-9	-12	20	15	-5	3	3	5	11	.
Cc1cccc(OCC(=O)OCC(=O)NCC2CCCO2)c1C (stereo not drawn)	.	-19	2	-8	16	9	2	6	-3	11	-2
Cn1c(N)c(C(=O)COC(=O)COc2ccc(Cl)cc2Cl)c(=O)n(C)c1=O	0	-7	-1	-9	10	2	18	.	-3	-9	-11
CC(C)(C)c1cc(NS(=O)(=O)c2ccc(Br)s2)no1	-2	-3	3	8	2	0	.	2	-2	-2	-10

Screening data as filed in PubChem.
